Vif-A3G inh – blocks the Vif interaction with human APOBEC3G; HeLa A3G-eYFP + Vif (tagged APOBEC3G with the HIV-1 protein that degrades it), YFP fluorescence, overnight; Potency, µM (top dose mostly 46.1 µM), without a hit: at the top dose activity, negative = active, actives largely listed as inhibitors; hit rate 0.076% among 410,000;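 also: potency is read from the fitted curve at half-maximal effect; % is scaled to controls: 0 for no effect and ±100 for the full control effect; nearly all actives have a fitted effect of over 60% in size; hits raise eYFP signal because A3G escapes Vif-driven loss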
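Read-out is eYFP fluorescence (Ex 488/Em 500-530) from Vif-expressing HeLa A3G-eYFP cells; more signal means A3G escaped Vif-mediated degradation. Cells plated overnight, compound pinned in, incubated overnight at 37 deg C.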
USP1 inh – blocks the human USP1/UAF1 deubiquitinase complex; O94782; hit rate 0.23% among 390,000; Potency, µM (doses to about 57.1 µM), inactives show at the top dose activity change, negative = inhibition, usual class: inhibitors; recombinant USP1/UAF1, Ub-Rhodamine cleavage fluorescence; AID 743255; also: potency is read from the fitted curve at half-maximal effect; % is scaled to controls: 0 for no effect and ±100 for the full control effect; nearly all actives have a fitted effect of over 60% in size; inactives centre near -12
Target sequence (O94782 whole entry, looked up): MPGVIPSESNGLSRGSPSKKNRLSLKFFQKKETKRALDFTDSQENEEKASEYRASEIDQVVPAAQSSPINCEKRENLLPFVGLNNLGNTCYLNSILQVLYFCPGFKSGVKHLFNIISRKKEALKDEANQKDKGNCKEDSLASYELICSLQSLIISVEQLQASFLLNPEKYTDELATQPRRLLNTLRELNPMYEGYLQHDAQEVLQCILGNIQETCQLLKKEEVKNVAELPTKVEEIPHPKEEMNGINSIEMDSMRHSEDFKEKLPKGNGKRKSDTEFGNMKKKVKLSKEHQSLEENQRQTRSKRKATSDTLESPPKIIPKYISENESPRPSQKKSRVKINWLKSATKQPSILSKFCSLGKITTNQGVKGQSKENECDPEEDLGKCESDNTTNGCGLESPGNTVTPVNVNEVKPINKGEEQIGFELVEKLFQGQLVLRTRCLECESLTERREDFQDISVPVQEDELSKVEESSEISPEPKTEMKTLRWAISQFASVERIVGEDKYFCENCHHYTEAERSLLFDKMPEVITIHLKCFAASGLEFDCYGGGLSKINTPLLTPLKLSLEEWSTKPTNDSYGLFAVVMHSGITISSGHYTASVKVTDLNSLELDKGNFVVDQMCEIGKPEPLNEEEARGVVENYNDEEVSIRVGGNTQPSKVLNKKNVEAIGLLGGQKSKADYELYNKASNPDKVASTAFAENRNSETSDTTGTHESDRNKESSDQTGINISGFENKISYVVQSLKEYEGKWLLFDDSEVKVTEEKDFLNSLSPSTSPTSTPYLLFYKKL
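In this screen, compounds sit with the deubiquitinase complex (1nM) for 15 min at room temperature before Ub-Rho is added at 150nM final. Fluorescence rise is then followed for 6 reads every 60 seconds.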
RGS4 inh – human RGS4 inhibition; P49798; Transcreener GDP fluorescence polarization, RGS4-accelerated GTP hydrolysis; Potency, µM (titrated, usually from 114 µM), for inactives: top-dose activity change, negative = inhibition, actives largely listed as inhibitors; hit rate 0.039% among 390,000; AID 504845; also: potency is read from the fitted curve at half-maximal effect; % is scaled to controls: 0 for no effect and ±100 for the full control effect; nearly all actives have a fitted effect of over 75% in size; some results filed as inactive show a strong effect at the top dose
Target sequence (P49798 whole entry, looked up): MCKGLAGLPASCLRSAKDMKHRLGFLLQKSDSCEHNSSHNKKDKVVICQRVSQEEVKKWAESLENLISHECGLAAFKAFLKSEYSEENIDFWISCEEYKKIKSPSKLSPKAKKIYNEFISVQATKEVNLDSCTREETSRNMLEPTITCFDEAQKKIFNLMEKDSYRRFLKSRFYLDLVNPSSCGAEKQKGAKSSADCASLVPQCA
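MLSMR compounds (23 nl, pin-transferred) preincubated 10 min at room temperature with a 500nM (2x) first reagent, then RGS4 at 900nM (2x) plus Transcreener GDP mix added; fluorescence polarization (620/688 nm) read before and after 90 min at 30 °C.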
GRP78 ERSR act – induces the endoplasmic reticulum stress response in human glioma cells; U87-MG GRP78 promoter luciferase reporter, 16 h; Potency, µM, for inactives: at the top dose activation, hits mostly activators; hit rate 0.02% among 420,000; AID 602332; also: potency is read from the fitted curve at half-maximal effect; series mostly up to about 76 µM; % of control where 0% means no effect; nearly all actives have a fitted effect of over 35% in size
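Stably transfected U87-MG glioma cells carrying a GRP78-based luciferase sensor; 16 h compound incubation. Luminescence end-point read 10 min after Bright-Glo addition at room temperature.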
mIDH1 inhibitor – inhibitors of human mutant IDH1 R132H | O75874 | IDH1-R132H enzyme, NADPH consumption, diaphorase/resazurin fluorescence | Potency, µM (titrated, usually from 76.6 µM), for the others: at the top dose activity change, negative = inhibition, actives largely listed as inhibitors | hit rate 0.093% among 390,000 | AID 602179; also: potency is read from the fitted curve at half-maximal effect; % is scaled to controls: 0 for no effect and ±100 for the full control effect; nearly all actives have a fitted effect of over 65% in size
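IDH1-R132H (0.5 ug/mL dispensed) in pH 7.5 Tris buffer was preincubated 30 min with compound, then given a substrate mix of 0.016 mM NADPH and 2 mM alpha-KG for 80 min at room temperature; remaining NADPH was read by diaphorase/resazurin fluorescence.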
Vif-A3F inh – inhibitors of Vif-A3F interaction | hit rate 0.2% among 390,000 | AID 602313 | HeLa A3F-eYFP + Vif (tagged APOBEC3F with the HIV-1 protein that degrades it), YFP fluorescence increase | Potency, µM (titrated, usually from 46.1 µM), inactives show at the top dose activity, negative = active; also: potency is read from the fitted curve at half-maximal effect; % of control where 0% means no effect; nearly all actives have a fitted effect of over 65% in size
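Fluorescence increase (Ex 488/Em 500-530) after overnight compound treatment at 37 deg C flags inhibition of Vif-driven A3F-eYFP loss in stable HeLa A3F-eYFP/Vif cells seeded overnight beforehand.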
rTrxR1 inhibitor – rat TrxR1 inhibition | O89049 | recombinant rTrxR1, NADPH fluorescence consumption, selenite substrate | Potency, µM (highest dose often 114 µM), for the others: at the top dose activity change, negative = inhibition, usual class: inhibitors | hit rate 1% among 390,000; also: potency is read from the fitted curve at half-maximal effect; % is scaled to controls: 0 for no effect and ±100 for the full control effect; nearly all actives have a fitted effect of over 65% in size
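Rat TrxR1 (90 nM in the dispensed reagent) was pre-reduced with 400 uM NADPH for 5 min at room temperature, then incubated with compound for 15 min. After 400 uM selenite was added, NADPH fluorescence (Ex 340/Em 450 nm) was followed for 8 min.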
TrxR1 substrate – rat thioredoxin reductase 1 substrate activity. O89049. purified TrxR1 substrate turnover, NADPH consumption readout. Potency, µM (top dose mostly 114 µM), inactives show top-dose activity change, negative = substrate turnover. hit rate 0.01% among 390,000. AID 588456; also: potency is read from the fitted curve at half-maximal effect; % is scaled to controls: 0 for no effect and ±100 for the full control effect; nearly all actives have a fitted effect of over 50% in size
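Rat TrxR1, dispensed at 90 nM, was prereduced with 400 uM NADPH (final) for 5 min at ~22 deg C, then incubated with compound 15 min before 400 uM selenite. A first-read NADPH fluorescence drop versus no-compound background flagged substrates.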
LDHA block – LDHA (human) enzyme inhibition; P00338; purified LDHA, NADH/diaphorase-resazurin fluorescence; stronger effect = lower value; activity change, % (values are at about 110 or 230 µM); hit rate 0.15% among 480,000; in the data active = activity change below about -30%; inconclusive = mostly about -25% to -30%;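 also: plate controls were DMSO wells for no effect and wells without enzyme for full effect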
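Human LDH5 (2 nM) was incubated with 0.06 mM NADH and 0.2 mM pyruvate for 5 min at room temperature in Tris pH 7.4. Remaining NADH was coupled through diaphorase/resazurin, and resorufin fluorescence was read at 0 and 20 min.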
Starred values were filed as active, the others as inactive; u = inconclusive; x = no result given; & = joins results of further samples; [ ] = dose if it differs, or a comment. Unless noted, calls follow the shape of the dose curve; as a rule, active = well fitted curve in the direction sought with a large enough effect; inconclusive = small, poorly fitted or top-dose-only effect, or another doubt; inactive = no such curve, though single readings can be large; an effect the other way counts as inactive or inconclusive. This is a subset; rates above refer to the full screens.

SMILES,Vif-A3G inh,USP1 inh,RGS4 inh,GRP78 ERSR act,mIDH1 inhibitor,Vif-A3F inh,rTrxR1 inhibitor,TrxR1 substrate,LDHA block
COCCn1c(SCc2c(F)cccc2Cl)nc2c1c(=O)[nH]c(=O)n2C,0.2%,-7.4%,-27.5%,-1.3%,7.7%,-8.2%,6.7%,-6.3%,-5.2&7.3
COc1ccc(CN(C(=O)c2oc3cc(C)c(C)cc3c2C)C2CCS(=O)(=O)C2)cc1OC (stereo not given),2.8%,-15.3%,11.5%,-2.1%,0.0%,5.8%,9.1%,-2.2%,-2.0
COc1cccc(-n2c(=S)sc3c(=O)n(-c4ccccc4C)c(SCC(=O)O)nc32)c1,-0.3%,-27.1%,15.7%,-1.9%,0.2%,-4.7%,10.3%,-6.5%,-10.4
CC(=O)c1cc2c(cc1N)OCO2,-5.4%,-7.5%,15.6%,-3.7%,4.7%,-4.5%,8.8%,3.8%[57.1 µM],2.4
COC(=O)C1=C(C)N(CCCC(=O)O)C(=O)NC1c1ccccc1Cl (stereo not given),0.0%,-26.7%,-5.4%,-5.8%,11.4%,-8.9%,23.2%[57.1 µM],4.7%,1.0
S=C(Nc1ccc2nc(-c3ccccn3)c(-c3ccccn3)nc2c1)N1CCCCC1,-9.8%,u,-43.9%,5.0%,1.0%,7.6%,3.0%[57.1 µM],11.1%[57.1 µM],45.4
O=C(CN1CCN(c2ccccn2)CC1)Nc1ccc(OC(F)(F)F)cc1,-3.6%,-20.4%,-30.6%[56.9 µM],-3.9%,1.0%,9.4%,9.4%,1.6%,-5.7
O=C(CC1CCCCC1)NCc1ccccc1Cl,0.9%,-7.2%,-17.0%,3.9%,-4.4%,0.0%,16.4%,-2.3%,-1.7
O=c1cc(NCc2ccccc2)nc2ccccn12,-8.1%,-22.7%,17.8%,0.8%,-7.4%,-11.8%,-8.0%[57.1 µM],-3.2%[57.1 µM],-0.8
CCc1ccc(NC(=O)C(CC)n2c(=O)c(C(F)(F)F)nc3ccccc32)cc1 (stereo not given),4.0%,-22.4%,19.4%,1.7%,0.0%,-4.4%,23.2%[57.1 µM],3.8%[57.1 µM],-5.2
COc1ccc(N2CC(=O)N(c3ccccc3)C2=S)cc1,-0.3%,-19.4%,5.4%,1.2%,-2.8%,0.9%,-2.8%,-7.7%,-0.3
O=C(Nc1cccnc1Oc1ncnc2cc(Cl)ccc12)c1ccc(F)cc1,-3.0%,-11.0%,7.9%,0.1%,2.9%,-0.9%,5.8%[57.1 µM],-21.3%[57.1 µM],1.1
COc1ccccc1NC(=O)C(C)N1C(=O)C2CCCCC2C1=O (stereo not given),1.9%,-10.2%,-9.1%,-3.7%,9.0%,0.2%,22.1%,-0.9%,0.4
CC(=O)c1ccc(N2CCN(C(=S)Nc3cccc(Cl)c3)CC2)cc1,-3.1%,-13.4%,-34.4%,-2.2%,3.7%,0.6%,-5.5%,-6.5%,-5.0
CCCCCCN1C[C@@H](O)[C@H](n2cc(C3CC3)nn2)C[C@@H]1c1ccc(OC)cc1,0.1%,-19.9%,x,-0.5%,-4.1%,0.0%,x,x,-3.3
CC(C)OCCCNc1ccc(N2C(=O)CCCC2=O)cc1[N+](=O)[O-],-6.1%,-16.5%,28.6%,7.1%,-3.7%,-4.8%,6.5%,-2.6%,-6.1
COc1ccc(CCNc2cc(C)[nH]c(=O)c2)cc1OC,0.6%,-19.3%,-1.1%,-0.2%,-0.8%,-0.1%,18.3%,4.1%,1.0
Cc1ccc(N(CN2CCCC2=O)C(=O)c2ccc(OC(C)C)cc2)cc1,2.3%,-26.2%,10.2%,-2.2%,3.4%,-0.5%,-1.5%,-1.6%,-8.6
COc1ccc(N2CCN(C(=O)C3CCCN(S(=O)(=O)c4ccc5c(c4)oc(=O)n5C)C3)CC2)cc1 (stereo not given),2.1%&1.8%,u,9.5%&1.5%,-4.4%&-2.8%,7.7%&-4.2%,1.7%&2.4%,6.0%&13.9%,1.2%&-0.7%,-0.9&-5.3
Cc1cc(C)c2c(-n3cccc3)c(C(=O)NNS(=O)(=O)c3ccc(Br)cc3)sc2n1,3.6%,-23.5%,-5.3%,-5.0%,-1.5%,-0.1%,-7.0%,-0.8%,6.2
CCC(C)[C@H](NC(=O)[C@@H]1Cc2ccccc2CN1C(=O)OC(C)(C)C)C(=O)NCC1CCC(C(=O)O)CC1 (stereo not given in full),1.2%,-3.9%,-5.0%,0.6%,-5.7%,5.6%,3.5%,-5.3%,-10.5
O=Cc1c(C(=O)O)n(CC(=O)O)c2ccccc12,-3.7%,-13.2%,8.1%,-1.9%,1.2%,1.6%,-1.4%,-3.3%,-2.9
Cc1ccc(-n2nc3c(N4CCC(C(=O)NCCC(C)C)CC4)nnc(C)c3c2C)cc1,2.8%,-12.5%,-6.8%,-0.6%,3.6%,u,-6.5%,-4.5%,-2.8
CN1CCN(c2ccc(-c3cccc(NC(=O)COc4ccc(Cl)cc4)c3)nn2)CC1,-3.7%,-16.5%,21.4%,-6.5%,5.1%,-5.5%,0.2%,-6.8%,-5.4
CN(c1cccc(NS(=O)(=O)c2cccc([N+](=O)[O-])c2)c1)S(C)(=O)=O,0.0%,-10.3%,-5.6%,-0.1%,-6.2%,0.0%,-5.4%,-7.0%,-6.1
CC(=O)c1ccc(OCC(O)CN2CCN(c3ccc(F)cc3)CC2)cc1 (stereo not given),-4.0%,-15.9%,-8.7%,0.7%,2.0%,3.1%,2.4%[57.1 µM],1.5%[57.1 µM],-2.9
c1ccc2[nH]cnc2c1,-2.2%,15.5%,6.6%,2.0%,1.1%,2.2%,1.5%,-4.8%,-8.6
O=C(Cc1ccc(Cl)cc1)Nc1ncccn1,3.0%,-3.8%,10.3%,-1.3%,-3.0%,6.9%,14.1%,-4.6%,-10.7
Cc1cc(C(=O)N2CCN(c3ccc([N+](=O)[O-])cc3)CC2)co1,1.2%,-8.0%,4.5%,-3.6%,0.0%,-8.3%,-30.2%,-12.4%,-9.3
COc1cccc(-c2nc(-c3cccs3)no2)c1,-4.0%,-24.7%,-9.4%,-10.3%,-5.9%,-17.2%,20.9%,1.1%,-0.2
CCc1ccc(OCC(=O)Nc2c(C(=O)c3ccccc3)oc3ccccc23)cc1,2.6%,9.3%,6.2%,-4.3%,-0.3%,1.0%,-18.3%,23.6%,4.7
C=CCN(CC=C)C(=O)C(=O)c1cc(C)n(-c2ccc([N+](=O)[O-])cc2)c1C,0.6%,-13.5%,-13.2%,-4.2%,4.0%,0.7%,-3.1%,-5.8%,-4.1
CCOc1ccc(CCNC(=O)C2CC(=O)N(c3ccc4c(c3)OCCO4)C2)cc1OCC (stereo not given),-5.4%,-14.2%,0.9%,-3.3%,3.1%,4.6%,-0.1%,-3.8%[57.1 µM],-0.5
O=C(CCNS(=O)(=O)c1ccc(Cl)cc1)NCc1ccccn1,0.1%,u,-0.8%,-0.5%,1.6%,1.2%,8.5%,2.2%,-1.5
O=C(Nc1ccccc1C(=O)NCCN1CCOCC1)c1ccc(Cl)cc1Cl,0.9%,-12.2%,-23.7%,1.0%,-0.9%,0.1%,23.6%,-1.2%,-1.1
CC(=O)N/C(N)=N/c1nc2cc([N+](=O)[O-])ccc2o1,0.6%,17.2%,3.4%,9.6%,7.4%,11.5%,13.7%[11.4 µM],7.7%[57.1 µM],-8.0
COc1cc(C(=O)OCCc2c(C)nc3nc[nH]n3c2=O)cc(OC)c1OC,-5.5%,-11.8%,-32.9%,-4.3%,4.0%,1.8%,7.8%[57.1 µM],7.3%[57.1 µM],-5.3
CCOc1ccccc1CNC(=O)C1CCN(C(=O)c2sccc2-n2cccc2)CC1,2.9%,-8.0%,-16.4%,-4.3%,11.0%,-2.8%,-7.4%,-3.2%,-2.0
C=CCn1c(SCC(=O)Nc2sccc2C(N)=O)nc2ccc(Cl)cc2c1=O,u,-0.7%,u,4.6%,0.9%,-17.2%,18.8%[57.1 µM],11.3%[57.1 µM],-2.0
CCCCCOc1ccccc1Cn1c(=O)oc2ccc(C)cc21,-1.7%,-16.4%,14.7%,-3.4%,-3.5%,-8.4%,1.1%,-4.3%,-1.5

A second format for two compounds above:
molecule: COc1cc(C(=O)OCCc2c(C)nc3nc[nH]n3c2=O)cc(OC)c1OC
  Vif-A3G inh: -5.5%
  USP1 inh: -11.8%
  RGS4 inh: -32.9%
  GRP78 ERSR act: -4.3%
  mIDH1 inhibitor: 4.0%
  Vif-A3F inh: 1.8%
  rTrxR1 inhibitor: 7.8%[57.1 µM]
  TrxR1 substrate: 7.3%[57.1 µM]
  LDHA block: -5.3
molecule: CCOc1ccccc1CNC(=O)C1CCN(C(=O)c2sccc2-n2cccc2)CC1
  Vif-A3G inh: 2.9%
  USP1 inh: -8.0%
  RGS4 inh: -16.4%
  GRP78 ERSR act: -4.3%
  mIDH1 inhibitor: 11.0%
  Vif-A3F inh: -2.8%
  rTrxR1 inhibitor: -7.4%
  TrxR1 substrate: -3.2%
  LDHA block: -2.0

Assay outcomes as filed in PubChem.
